TPT1 inh – blocks Candida albicans tRNA 2'-phosphotransferase; recombinant caTPT1, FP RNA substrate dephosphorylation; inhibition, % at 5 µM; hit rate 0.81% among 300,000;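 active = inhibition above the mean of all tested compounds plus 3 SD, set per screening campaign, cut at about 24% in these data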;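 also: plate controls were DMSO alone for no effect and ferristatin control at 100 nM for full effect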
CTSL1 counter – blocks F. hepatica cathepsin L1 in PFM18AAP counter-screen | AID 1906 | recombinant F. hepatica cathepsin L1, Z-Leu-Arg-MCA fluorescence | inhibition, % at 5.96 µM | hit rate 0.49% among 300,000;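 active = inhibition above the mean of all tested compounds plus 3 SD, set per screening campaign, cut at about 17% in these data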;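 also: 0% = plate median of test compound wells and 100% = 1 µM Z-Phe-Ala-diazomethylketone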
procasp7 counter – counter-screen: procaspase-7 (human) activation; P55210; recombinant procaspase-7, Ac-DEVD-pNA absorbance 405 nm; D23A/D198A/D206A triple mutant, cannot self-cleave; scale: DMSO 0, 5 µM enzyme 100; activation, % at 8.5 µM; hit rate 0.093% among 330,000; AID 463210;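 active = percent activation above the screen-wide mean plus 3 SD, cut at about 25% in these data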
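Replicates: singlicate. Assay system: Procaspase-7 triple mutant (PC-7 D3A). Signal: 405 nm absorbance of p-nitroaniline. Times: 1 h preincubation, 2 h reaction. Buffer or medium: Zinc-free HEPES pH 7.4 with 300 mM NaCl, 0.01% Triton X-100. Also added: DEVD-pNA substrate. Benchmarks: DMSO wells as 0%, DMSO with 5 µM added PC-7 as 100%.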
HCV core dimer – HCV core protein dimerization inhibition; TR-FRET GST/Flag-core106 dimerization, 1536-well; hit rate 0.33% among 300,000; inhibition, % at 5 µM;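 active = inhibition above the mean of all tested compounds plus 3 SD, set per screening campaign, cut at about 45% in these data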
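System: GST-tagged and Flag-tagged HCV core protein residues 1-106 / Input: core106 proteins, GST 13.5 nM and Flag 17 nM / Buffer or medium: KF-containing HEPES buffer, pH 7.45, DTT, CHAPS, BSA / Probe or stimulus: Eu-anti-GST and XL665-anti-Flag labelled anti-tag antibodies / Schedule: 4 h, 22.5 °C incubation / Technique: TR-FRET 671 and 617 nm emission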
AHR activator – activators of human aryl hydrocarbon receptor. AHR-responsive luciferase reporter cells, luminescence. activation, % at 5 µM. hit rate 2.5% among 320,000. AID 2796; in the data active = activation above about 47%;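 also: 0% = vehicle wells and 100% = reference agonist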
PP1 inh – PP1-alpha (human) inhibition in PP5 counter-screen | purified PP1alpha, OMFP fluorescence | inhibition, % at 6.7 µM | hit rate 0.9% among 320,000 | P62136;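 active = inhibition above the mean inhibition of all tested compounds plus 3 SD, computed separately for each screening campaign, cut at about 15% in these data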
Target sequence (P62136 whole entry, looked up): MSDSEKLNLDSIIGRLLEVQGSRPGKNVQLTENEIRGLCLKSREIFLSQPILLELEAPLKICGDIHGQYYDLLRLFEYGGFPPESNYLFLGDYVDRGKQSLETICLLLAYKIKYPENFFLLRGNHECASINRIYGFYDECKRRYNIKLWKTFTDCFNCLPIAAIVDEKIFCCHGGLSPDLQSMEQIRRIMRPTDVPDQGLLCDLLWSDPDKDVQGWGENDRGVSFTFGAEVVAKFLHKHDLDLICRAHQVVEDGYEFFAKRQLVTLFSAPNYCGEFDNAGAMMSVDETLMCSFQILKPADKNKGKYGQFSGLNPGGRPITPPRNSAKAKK
PP5 inh – PP5 (human) phosphatase inhibition | inhibition, % at 6.7 µM | hit rate 0.18% among 320,000 | P53041 | purified PP5c, OMFP substrate fluorescence;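 active = inhibition above the campaign's mean inhibition across all tested compounds plus 3 SD, cut at about 9.5% in these data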;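 also: 0% = DMSO only and 100% = 100 µM cantharidin control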
Target sequence (P53041 whole entry, looked up): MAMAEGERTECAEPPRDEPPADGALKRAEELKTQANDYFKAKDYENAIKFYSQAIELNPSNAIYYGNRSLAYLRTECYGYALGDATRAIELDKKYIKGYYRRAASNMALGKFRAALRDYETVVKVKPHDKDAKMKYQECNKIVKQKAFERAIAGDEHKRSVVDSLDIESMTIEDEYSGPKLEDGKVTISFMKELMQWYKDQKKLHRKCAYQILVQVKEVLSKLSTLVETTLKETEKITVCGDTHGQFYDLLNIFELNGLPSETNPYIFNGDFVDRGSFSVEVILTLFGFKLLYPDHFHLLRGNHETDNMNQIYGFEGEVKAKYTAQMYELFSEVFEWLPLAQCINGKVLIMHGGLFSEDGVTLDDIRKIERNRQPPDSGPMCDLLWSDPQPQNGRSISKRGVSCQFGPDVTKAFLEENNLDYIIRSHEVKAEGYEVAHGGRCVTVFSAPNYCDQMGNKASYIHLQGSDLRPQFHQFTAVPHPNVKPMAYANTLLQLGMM
PAFAH2 inh – inhibitors of human PAFAH2; Q99487; recombinant PAFAH2, FP-rhodamine activity probe, fluorescence polarization; inhibition, % at 3.39 µM; hit rate 0.99% among 340,000;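 active = inhibition above the mean over all tested compounds plus 3 SD, cut at about 30% in these data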;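 also: inhibitors block probe labeling of enzyme so polarization drops; 0% = enzyme with DMSO and 100% = wells lacking PAFAH2 protein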
proCasp3 act – activates human procaspase-3 | recombinant procaspase-3 D3A, Ac-DEVD-pNA absorbance 405 nm | activation, % at 8.5 µM | hit rate 0.11% among 330,000 | AID 463141;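 active = activation above the mean of all tested compounds plus 3 SD, cut at about 21% in these data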;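 also: 0% = DMSO alone and 100% = DMSO wells spiked with extra 5 µM PC-3 D3A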
Target sequence (P42574 whole entry D9A/D28A/D175A): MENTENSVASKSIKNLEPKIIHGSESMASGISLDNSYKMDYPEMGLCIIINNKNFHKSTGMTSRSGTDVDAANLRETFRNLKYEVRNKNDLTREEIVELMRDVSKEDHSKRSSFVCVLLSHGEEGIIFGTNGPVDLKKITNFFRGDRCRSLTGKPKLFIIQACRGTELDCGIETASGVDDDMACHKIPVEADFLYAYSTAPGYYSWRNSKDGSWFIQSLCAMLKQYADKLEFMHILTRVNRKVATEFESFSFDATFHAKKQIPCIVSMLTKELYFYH
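Assay system: Autoprocessing-dead procaspase-3 D3A mutant enzyme; also added: Ac-DEVD-pNA; doses: one concentration, 8.5 µM nominal, 0.8% DMSO; times: 1 h compound preincubation, 2 h substrate hydrolysis at 25 °C; technique: 405 nm absorbance of p-nitroaniline, reads at 0 and 120 min; measure: % activation between DMSO and enzyme-spiked controls; repeats: single replicate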
* hit, by the source's call; . = not tested or not shown.

SMILES	TPT1 inh	CTSL1 counter	procasp7 counter	HCV core dimer	AHR activator	PP1 inh	PP5 inh	PAFAH2 inh	proCasp3 act
COc1ccccc1/C=C/C=N\N1CCN(Cc2ccccc2Cl)CC1	3	2	-6	1	2	-3	3.2	0	-10
Cc1ccc2[nH]c(-c3cccc(N)c3)cc2c1	2	1	7	-9	16	4	3.0	5	0
CCn1cc(/C=C(\NC(=O)c2ccccc2Cl)C(=O)N2CCOCC2)c2ccccc21	2	-1	2	-1	18	-3	2.9	2	-11
CCc1noc(C)c1C(=O)NNC(=O)c1cc(OC)c(OC)c(OC)c1	2	-5	4	1	0	-3	2.5	-3	-13
OCCC1CN(Cc2cccc3nccnc23)CCN1C1CCCC1 (stereo not drawn)	0	2	-2	6	-1	-4	-1.7	2	-2
Cc1cccc(NC(=O)Cn2c(=O)n(CCC(=O)NC3CCCC3)c(=O)c3ccccc32)c1	-2	2	10	-1	0	4	0.6	-6	-5
Cc1c(C(=O)O)cccc1N1C(=O)Nc2ccccc2N1O	-4	0	3	-4	0	1	2.4	1	7
CCOCCCN1C(=O)C2C(C(=O)Nc3ccc(OCC)cc3)C3C=CC2(O3)C1C(=O)NC1CCCCC1 (stereo not drawn)	-2	8	4	8	-3	-2	-1.2	5	2
COc1ccc(C2/C=C\CN(C(=O)c3ccccc3)CC(=O)N2Cc2ccc(F)cc2)cc1 (stereo not drawn)	.	.	5	.	-1	.	.	9	6
CCN(CC)S(=O)(=O)c1ccc2c(c1)c(=O)c(C(=O)N1CCN(c3ccccn3)CC1)cn2C	2	0	2	-7	7	-2	-0.8	2	4
Cc1cccc(C)c1OCc1cc(C(=O)NCC2CCCCC2)no1	-1	-5	9	8	0	11	-0.8	5	0
CCOc1cc(/C=C(\C#N)c2nc3ccccc3[nH]2)ccc1OC(C)C(=O)O (stereo not drawn)	-1	0	-3	-13	23	-1	1.4	-1	-1
Cc1ccc(C)c(OCCCN2CCc3ccccc3C2)c1	-2	0	2	-3	4	-3	1.8	-6	3
COc1cccc(CNC(=O)Cc2csc(NC(=O)Nc3ccccc3OC)n2)c1	-2	1	9	2	12	-7	2.5	2	-1
COc1ccc2[nH]c3nc(SCC(=O)NC4CC4)nnc3c2c1	-1	2	-3	-7	15	-2	3.4	6	-2
Cc1ccc(-c2nc(C)sc2CC(=O)OCC(=O)Nc2ccc(F)c(Cl)c2)cc1	-2	0	2	0	-1	7	0.7	-2	4
Cc1nnc(NC(=O)CSc2nnc(Cc3ccccc3)n2-c2ccccc2)s1	1	-2	4	3	0	-1	1.8	3	-5
O=C(N/N=C/c1c[nH]c2ccc(Br)cc12)c1ccc2c(c1)OCO2	1	5	-1	4	18	2	1.3	1	7
CC12CCC(C1)C(C)(C)C2NS(=O)(=O)c1ccc(F)cc1 (stereo not drawn)	.	.	-9	.	1	-2	4.6	4	0
CCOC(=O)CCc1c(C)n(CC)c2cc(-c3ccccc3OC)nn2c1=O	-6	0	-5	4	11	-3	2.1	0	4
CCS(=O)(=O)c1ccc(O)c(NC(=O)c2cc(OC)c(OC)c(OC)c2)c1	2	1	0	-2	5	1	1.8	3	4
CCOC(=O)/C(C#N)=C/c1cn(CCOc2ccccc2)c2ccccc12	-1	1	-7	3	0	-4	0.8	-6	-3
O=C(COC(=O)Cc1ccc(-c2ccccc2)cc1)NCc1ccc(F)cc1	-1	-2	-12	8	0	1	0.5	5	-2
COC(=O)c1c(C)[nH]c(C(C)=O)c1C	-6	-3	5	-8	7	2	-1.1	0	6
CCOC(=O)c1[nH]c2c(c1-c1ccccc1)C(=O)CC(c1ccc(OCC)cc1)C2 (stereo not drawn)	-4	3	2	10	6	-3	-1.0	2	2
CC(=O)Nc1nc(SCC(=O)NCc2ccc(F)cc2)[nH]c(=O)c1NC(=O)c1cccs1	5	1	2	4	0	0	-0.9	-4	-1
Cc1ccc(C)c(NC(=O)CSc2nnc(CNC(=O)c3cccs3)o2)c1	-3	-4	-10	2	16	-6	2.3	-1	8
COc1cccc(COC(=O)C2CCN(S(=O)(=O)c3ccc(C)cc3)CC2)c1OC	1	-1	-7	3	-1	-2	0.2	4	7
CCN(CC)P(=O)(Nc1ccc(Br)cc1)c1c(C)nn(CCC#N)c1NC(=O)c1ccc(Cl)cc1 (stereo not drawn)	-1	1	-3	-15	39	2	4.0	-3	-2
CCOC(=O)C1CCN(C(=O)c2ccc(S(=O)(=O)Nc3ccccc3OC)cc2)CC1	.	.	-6	.	0	4	1.1	-1	5

One compound at a time, from the list above.
Results for O=C(COC(=O)Cc1ccc(-c2ccccc2)cc1)NCc1ccc(F)cc1 = TPT1 inh = -1; CTSL1 counter = -2; procasp7 counter = -12; HCV core dimer = 8; AHR activator = 0; PP1 inh = 1; PP5 inh = 0.5; PAFAH2 inh = 5; proCasp3 act = -2
Results for CC12CCC(C1)C(C)(C)C2NS(=O)(=O)c1ccc(F)cc1 (stereo not drawn) = TPT1 inh = .; CTSL1 counter = .; procasp7 counter = -9; HCV core dimer = .; AHR activator = 1; PP1 inh = -2; PP5 inh = 4.6; PAFAH2 inh = 4; proCasp3 act = 0
Results for Cc1nnc(NC(=O)CSc2nnc(Cc3ccccc3)n2-c2ccccc2)s1 = TPT1 inh = 1; CTSL1 counter = -2; procasp7 counter = 4; HCV core dimer = 3; AHR activator = 0; PP1 inh = -1; PP5 inh = 1.8; PAFAH2 inh = 3; proCasp3 act = -5

(cont.)
SMILES	TPT1 inh	CTSL1 counter	procasp7 counter	HCV core dimer	AHR activator	PP1 inh	PP5 inh	PAFAH2 inh	proCasp3 act
Cc1ccc(S(=O)(=O)N2CCCC(C(=O)NNCC(=O)Nc3cc(F)ccc3F)C2)cc1 (stereo not drawn)	-2	5	5	-1	-2	2	0.1	1	3
Cc1ccccc1CC1(CO)CCCN(C(=O)c2ccc(F)cc2)C1 (stereo not drawn)	4	0	1	-3	-3	-2	-0.9	-1	-2
C=CCn1c(CCC(=O)Nc2ccc(C)c(Cl)c2)nnc1SCC(=O)Nc1ccccc1C	-3	2	-11	11	7	0	0.7	-3	4
N#Cc1c(-n2cccc2C=O)sc2c1CCCC2	4	1	5	6	3	1	1.9	0	3
Cc1ccc2nsnc2c1S(=O)(=O)N1CCCC1	-5	0	2	-1	-1	-4	-1.2	3	1
O=C(/C=C/c1ccccc1)Nc1cccc(C(=O)O)c1	2	7	17	6	-9	-5	-1.3	0	2
O=C(COC(=O)c1ccco1)Nc1nc2ccc([N+](=O)[O-])cc2s1	-4	-14	-1	23	1	4	1.0	22	0
CCOC(=O)Cc1c(C)nc(Cc2ccc(OC(C)C)cc2)[nH]c1=O	0	2	1	-2	0	-5	-1.8	-5	3
CCOC(=O)c1sc2nc(CSc3nc4ccccc4n3CC)[nH]c(=O)c2c1C	5	3	7	-3	2	0	3.3	-2	-7
CN(NC1OC(=O)c2ccccc21)c1c([N+](=O)[O-])cc(C(F)(F)F)cc1[N+](=O)[O-] (stereo not drawn)	-1	2	-7	-6	-4	-1	-0.2	2	5
Cc1ccc(Cn2c(C(C)Nc3nc(-c4ccc(F)cc4)cs3)nc3cc(C(F)(F)F)ccc32)cc1 (stereo not drawn)	0	1	-8	12	16	4	2.8	-4	1
Cc1ccc(OCC(=O)Sc2ccc(C)cc2)cc1	-5	-13	4	-6	-4	-2	3.4	0	0
COc1ccccc1N1N=C(c2cccs2)CC1c1ccccc1 (stereo not drawn)	1	3	-23	-7	14	11	-3.2	4	-31
N=c1c(C(=O)NCC2CCCO2)cc2c(=O)n3ccccc3nc2n1Cc1ccccc1Cl (stereo not drawn)	2	1	-18	5	6	0	1.6	4	-16
CCOc1ccc2ccccc2c1/C=N/NC(=O)CNC(=O)c1ccccc1O	-1	0	-6	14	17	3	4.5	-11	-9
CC(=O)c1ccc(-n2nnnc2SCC(=O)N2CCN(C(=O)c3ccco3)CC2)cc1	-3	-5	7	-5	2	-3	-0.2	7	2
O=C(Nc1ccccc1C(=O)O)c1ccc(CN2C(=O)c3ccccc3C2=O)cc1	-2	-1	-2	0	-3	-1	2.5	6	-2
CC(=O)OCc1c(C(F)(F)F)nn(C)c1Oc1cccc(C(F)(F)F)c1	1	0	-13	-3	2	1	0.8	4	-6
COc1cc(OC)c(NC(C)C(=O)N2CCCC2)cc1Cl (stereo not drawn)	0	9	-3	-4	3	0	-0.6	-2	-6
COc1ccc(NC(=O)c2ccc(C#CC(C)(C)O)cc2)cc1	1	1	6	-3	2	-1	0.2	-7	0
CCOC(=O)c1c(NC(=O)COC(=O)c2ccc(O)cc2)sc(C(=O)N(C)C)c1C	-1	-2	8	10	1	2	-4.2	5	-5
O=C(CSc1nc2[nH]ncc2c(=O)[nH]1)c1ccc(Cl)cc1	0	-2	8	-2	21	2	-1.0	.	4
O=C(NC1CCCC1)C(c1ccc(Cl)cc1)N1CCOCC1 (stereo not drawn)	-3	-7	19	-1	-2	-1	0.2	8	8
CCOc1ccccc1N1CCN(C(=O)c2ccccc2OCc2c(C)noc2C)CC1	.	.	-9	.	1	1	2.0	1	-4
NC(=O)C1CCN(C(=O)CN(c2ccc3c(c2)OCCO3)S(=O)(=O)c2ccccc2)CC1	-2	-10	-4	-1	1	-1	-0.8	2	-1
CCCn1c2ccccc2c2cnn(CC(=O)NCCCN3CCCC(C)C3)c(=O)c21 (stereo not drawn)	-5	-5	-5	-8	-1	-2	1.5	-1	-8
CCOc1ccc(S(=O)(=O)N2CCC(C(=O)NCc3ccncc3)CC2)cc1	-3	4	2	5	-2	-1	1.7	1	-6
Cc1ccc(-c2[nH]ncc2CNCCc2cnn(-c3ccccc3)c2)cc1C	-1	-1	9	-1	0	-2	-1.6	8	9
Cc1ccc([N+](=O)[O-])cc1N/C=C/C(=O)c1ccco1	1	2	-1	5	17	-4	1.7	2	-2
COc1ccc(C(=O)c2coc3c2C(=O)C(=O)c2ccccc2-3)cc1	-1	-3	6	-1	13	0	2.9	15	-12
COc1ccccc1NC(=S)NC(=O)c1ccc(Cn2cc(Br)cn2)cc1	1	1	-11	9	14	0	2.6	0	-5
Nc1cccc(NC(=O)c2ccco2)c1	2	-1	-1	-20	3	2	-3.3	-5	-5
COc1cc(/C=N/N2CCN(C3c4ccccc4-c4ccccc43)CC2)cc(OC)c1OC	-3	0	-6	-1	1	-2	2.7	1	4
CC(C)(C)c1ccc(C(=O)Nc2ccc(S(=O)(=O)Nc3cnc4ccccc4n3)cc2)cc1	-6	5	10	27	1	0	-0.4	-8	11
Cc1ccc2c(C)c(C(=O)Nc3ccc(S(N)(=O)=O)cc3)oc2c1C	0	2	18	26	-2	4	0.2	-262	8
Fc1cccc(-n2ncc(-c3nnnn3-c3ccccc3)c2C(F)(F)F)c1	2	2	0	1	2	-5	4.0	-10	7
Cc1ccc(CNC(=O)Cc2cn(C)c3ccccc23)cc1	-1	1	4	2	20	-10	-8.4	-3	3
O=C(NCc1ccco1)c1sc(=S)n2c1[nH]c(=O)c1ccccc12	-3	2	-3	-5	5	0	-1.8	30	-2
